Screening results deposited in PubChem by The Scripps Research Institute Molecular Screening Center.
OXTR ag: human OXTR agonists, primary screen, fluorescence, CHO-OTR cells, Fluo-8 calcium; Oxytocin receptor (Homo sapiens), P30559; Fluo-8 calcium fluorescence; normalized: DMSO 0%, oxytocin 100%; activation, % at 3 µM; hit rate 0.32% among 320,000;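 active means activation above the mean of all tested compounds plus 3 SD, cutoff set per screening run, cut at about 20% in these data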;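 further: peak over basal fluorescence ratio from a 100 s FLIPR kinetic read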
Target sequence (P30559 whole entry, looked up): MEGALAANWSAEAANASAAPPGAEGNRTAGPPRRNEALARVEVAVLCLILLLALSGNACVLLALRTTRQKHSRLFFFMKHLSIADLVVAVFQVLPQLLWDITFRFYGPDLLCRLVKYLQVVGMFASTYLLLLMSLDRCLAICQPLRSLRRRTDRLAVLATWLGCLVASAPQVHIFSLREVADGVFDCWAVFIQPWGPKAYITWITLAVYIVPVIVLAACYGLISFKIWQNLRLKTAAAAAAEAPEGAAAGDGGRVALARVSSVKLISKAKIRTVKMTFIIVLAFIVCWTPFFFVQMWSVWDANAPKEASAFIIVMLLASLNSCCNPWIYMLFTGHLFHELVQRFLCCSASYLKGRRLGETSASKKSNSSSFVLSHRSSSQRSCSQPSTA
V1aR counter: agonists of human V1a receptor, primary screen, counter-screen for OXTR agonist project, fluorescence, CHO-V1R cells | AID 2797, 2010 | activation, % at 3 µM | Fluo-8 calcium fluorescence, agonist mode; 0% DMSO, 100% 3 nM vasopressin | hit rate 0.25% among 320,000;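 active means activation above the mean activation of all tested compounds plus 3 SD, per screening run, cut at about 20% in these data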;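 further: signal is peak over basal fluorescence ratio across a 100 second FLIPR read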
Target sequence (P37288 whole entry, looked up): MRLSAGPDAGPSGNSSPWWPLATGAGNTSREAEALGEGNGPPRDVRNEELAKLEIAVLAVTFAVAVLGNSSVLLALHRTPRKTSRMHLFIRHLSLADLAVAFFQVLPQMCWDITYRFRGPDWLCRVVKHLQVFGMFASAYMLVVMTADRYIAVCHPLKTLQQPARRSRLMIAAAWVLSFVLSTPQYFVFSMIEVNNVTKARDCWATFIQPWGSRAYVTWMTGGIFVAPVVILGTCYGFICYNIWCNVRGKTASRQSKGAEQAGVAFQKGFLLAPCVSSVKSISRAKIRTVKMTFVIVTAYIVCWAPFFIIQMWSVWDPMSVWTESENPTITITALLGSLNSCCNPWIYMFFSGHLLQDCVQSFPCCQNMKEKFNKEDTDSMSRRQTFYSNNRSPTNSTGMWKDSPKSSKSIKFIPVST
M1 antag: human M1 muscarinic receptor antagonists, primary screen, CHO-K1 cells, Fluo-8 calcium fluorescence, 1536-well. CHO-K1 hM1, ACh EC80 antagonist. AID 588852, 2011. inhibition, % at 3 µM. hit rate 1.3% among 360,000. Muscarinic acetylcholine receptor M1 (Homo sapiens), P11229;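 active means percent inhibition above its own plate's cutoff, namely the mean of that plate's compound wells plus 3 SD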;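 further: peak over basal fluorescence ratio during 140 s after agonist addition; 0% = ACh EC80 plus DMSO and 100% = DMSO alone without agonist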
CHO parental Ca: ATP-evoked calcium signal inhibitors, parental CHO, primary screen, counter-screen for OX1R antagonist project, cell-based, fluorescence, Fluo-8 calcium dye; parental CHO-K1, ATP-induced calcium, Fluo-8 fluorescence; inhibition, % at 5.6 µM; hit rate 0.63% among 330,000; AID 463079, 2010;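 active means inhibition above that plate's mean sample inhibition plus 3 SD, cut at about 26% in these data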;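 further: 0% = ATP-challenged DMSO wells and 100% = DMSO wells without ATP; some compounds past the cut are filed as inactive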
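Material – parental CHO cells · Reagent – ATP stimulus · Compound – single nominal dose of 5.6 µM per compound · Detection – Fluo-8 fluorescence · Read-out basis – percent inhibition of calcium signal · Controls – ATP-challenged DMSO wells low, unchallenged DMSO wells high · Repeats – no replicates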
M1 PAM: human M1 muscarinic receptor positive allosteric modulators, primary screen, CHO-K1 cells, Fluo-8 calcium fluorescence, 1536-well | CHO-K1 hM1, ACh EC20; 0% = ACh EC20, 100% = maximal ACh | activation, % at 3 µM | hit rate 0.088% among 360,000; in the data active means activation above about 19%, passing the limit was not always enough
TAAR1 antag: human TAAR1 antagonists, primary screen, Fluo-8 calcium fluorescence, CHO RD-HGA16 cells. inhibition, % at 3 µM. hit rate 1.5% among 360,000. antagonist. Trace amine-associated receptor 1 (Homo sapiens), Q96RJ0;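 active means inhibition above a per-plate cutoff, the mean inhibition of test compounds on that plate plus 3 SD, cut at about 49% in these data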;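 further: 0% = DMSO plus EC80 beta-PEA response and 100% = DMSO alone without agonist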
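Assay system: CHO-derived RD-HGA16 cells stably expressing human TAAR1 plus Gα16. Timing: 140 s kinetic read after compound, 140 s after agonist. Technique: kinetic Fluo-8 calcium fluorescence measurement. Measure: % inhibition of agonist calcium response.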
OXTR potentiate: human OXTR potentiators, primary screen, fluorescence, CHO-OTR cells, Fluo-8 calcium. Oxytocin receptor (Homo sapiens), P30559. Fluo-8 calcium fluorescence, potentiator mode; 0% = oxytocin EC15, 100% = EC100. AID 2445, 2010. activation, % at 3 µM. hit rate 0.061% among 320,000;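 active means activation above that plate's cutoff, the mean activation of tested compounds plus 3 SD, cut at about 6.6% in these data, passing the limit was not always enough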;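 further: 100% uses oxytocin at 75 nM as the full agonist control; some results filed as inactive read as strong as hits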
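Assay system: CHO-OTR cells, human receptor / Also added: oxytocin at about EC15, sub-maximal agonist stimulus / Dosing: single dose, 3.0 µM nominal final compound concentration / Incubation: 6 min pre-incubation, 100 s read / Technique: Fluo-8 calcium dye fluorescence / Read-out: % activation vs EC15 and EC100 oxytocin / Benchmarks: EC15 oxytocin low, 75 nM oxytocin high / Replicates: singlicate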
M1 ag: human M1 muscarinic receptor agonists, primary screen, Fluo-8 calcium fluorescence, CHO-K1 cells, HTS | Muscarinic acetylcholine receptor M1 (Homo sapiens), P11229 | CHO-K1 hM1, agonist mode; 0% DMSO, 100% acetylcholine EC100 | activation, % at 3 µM | hit rate 0.33% among 360,000 | AID 588814, 2011;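 active means activation above the run's mean compound activation plus 3 SD, cut at about 16% in these data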;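 further: peak over basal fluorescence ratio within a 140 s kinetic read after compound addition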
TAAR1 agonist: human TAAR1 agonists, primary screen, Fluo-8 calcium fluorescence, CHO RD-HGA16 cells; activation, % at 3 µM; hit rate 0.99% among 360,000; vehicle wells 0%, saturating PEA agonist 100%; Trace amine-associated receptor 1 (Homo sapiens), Q96RJ0;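 active means activation above the mean activation of all test compounds in the run plus 3 SD, cut at about 38% in these data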
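Signal – calcium-sensitive Fluo-8 signal, excitation 470-495, emission 515-575 nm · System – RD-HGA16 (CHO) cells co-expressing Gα16 and hTAAR1 · Incubation – 17-24 h seeding, 75 min 37 °C dye, 30 min RT · Compound dosing – 3 µM single concentration · Repeats – no replicates (n 1)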
The depositor's hits bear a star; / = no result given.

SMILES	OXTR ag	V1aR counter	M1 antag	CHO parental Ca	M1 PAM	TAAR1 antag	OXTR potentiate	M1 ag	TAAR1 agonist
CC(=O)N1CCc2cc(S(=O)(=O)CCC(=O)NCCc3ccc(C)cc3)ccc21	0.4	1.0	-7	-30	3	-13	0	2	3
COc1ccc(NS(=O)(=O)NC(=O)c2cn(C)c3ccccc23)cc1	0.7	1.1	-11	-10	8	5	7	-2	1
CC(C)Cn1c(-c2nn(C)cc2Cl)n[nH]c1=S	0.0	1.7	8	-4	-3	-6	-11	-2	0
Cn1ncc2c(NCCO)nc(Cl)nc21	/	/	-9	/	8	2	/	0	2
Cc1c(NS(=O)(=O)c2cc(C(=O)OCC(=O)c3ccccc3F)ccc2Cl)c(=O)n(-c2ccccc2)n1C	/	/	-16	/	10	-9	/	-4	4
O=C(Nc1ccccc1)OCC1CCCN2CCCCC12 (stereo not drawn)	4.5	0.7	1	-17	-3	-12	-6	-6	6
COc1ccc(C)cc1NC(=O)Nc1ccncc1	0.0	-0.6	-6	-6	5	-10	-7	-1	8
CCOC(=O)C1CCCN(C(=O)COC(=O)C2=COCCO2)C1 (stereo not drawn)	-0.8	0.2	4	-4	5	0	-12	3	1
CCOC(=O)c1[nH]c2ccc(F)cc2c1NC(=O)CN1CCc2cc(OC)c(OC)cc2C1	-2.1	0.7	/	-7	/	/	-12	/	/
COc1ccc(/C=C2\SC(=Nc3ccccc3OC)NC2=O)cc1	-1.1	0.1	-5	-15	4	16	-13	-4	-1
COc1ccc(CCN2CC(C(=O)OCC(=O)NC(C)c3cccc(Cl)c3)CC2=O)cc1OC (stereo not drawn)	0.2	0.3	-10	-13	5	-6	-6	-4	1
CC(CNC(=O)CCCn1ncn2c(cc3occc32)c1=O)c1ccccc1 (stereo not drawn)	0.0	2.6	-10	-27	10	2	-10	-2	4
COC(=O)CNC(=O)c1ccccc1[N+](=O)[O-]	0.9	0.6	-7	-8	6	-14	-9	-3	11
Cc1ccc(S(=O)(=O)N2CCOCC2)cc1NC(=O)CSc1ccc(Cl)cc1	5.9	4.1	-7	-25	2	-4	-7	6	5
Cc1cccc(C(=O)OCC(=O)NCC2CCCO2)c1O (stereo not drawn)	0.5	0.8	-5	-3	14	-8	-2	5	1
O=C(CSc1ccccc1)NCCCN1CCOCC1	0.8	0.1	4	-5	1	-9	-5	-2	4
COc1cccc(C2=NN(C(C)=O)C(c3cccs3)C2)c1 (stereo not drawn)	-2.0	-0.5	-13	-9	4	7	-11	2	5
COc1ccc(S(=O)(=O)N(C)C)cc1NC(=O)C1CCN(c2ncnc3sc(C)c(C)c23)CC1	/	/	11	/	-3	22	/	-5	11
O=C1CCc2cc(S(=O)(=O)NC3CCCCC3)cc3c2N1CC3	0.9	0.2	-26	-24	9	-33	-10	0	3
O=c1c2ccccc2nc(-c2ccccc2)n1CCN1CCOCC1	-0.3	1.4	-8	-17	6	-13	-11	-3	2
CCCc1ccc(OCC(=O)Nc2cc(S(=O)(=O)CC)ccc2O)cc1	19	13	8	2	-2	-14	-34	4	14
O=C(CSc1nc2ccc(Cl)cc2[nH]1)NCCc1ccc(Cl)cc1	2.1	6.4	-3	-11	7	18	-5	-2	8
COCC(C)NC(=S)Nc1ccccc1[N+](=O)[O-] (stereo not drawn)	2.4	1.1	-8	-4	8	-19	-1	-2	4
O=C(Nc1nc2ccccc2[nH]1)c1cccc(S(=O)(=O)N2CCOCC2)c1	2.9	3.0	3	-21	0	-23	-12	-5	12
CN(C)c1ccc(CNc2nc3ccccc3s2)cc1	-0.2	0.1	/	24	/	/	1	/	/
CCCCn1c(N)c(N(CC(C)C)C(=O)c2oc3ccc(OCC)cc3c2C)c(=O)[nH]c1=O	-0.2	0.8	-14	-15	11	-25	-1	-2	3
O=C1CCc2cc(S(=O)(=O)NCc3ccc(Cl)cc3)cc3c2N1CC3	1.1	2.6	-1	-15	6	-1	-11	0	0
C=CCN(c1ccccc1)S(=O)(=O)c1cccc(C(=O)Nc2ccncc2)c1	2.4	4.4	17	-16	-12	10	-22	-1	1
CCCc1nc2ccccc2c(C(=O)OC(C)C(=O)NCc2ccc3c(c2)OCO3)c1CC (stereo not drawn)	-2.2	1.7	-7	-9	2	17	-4	-7	2
COc1ccc(S(=O)(=O)NCc2ccc(C(=O)N3CCN(c4ccccn4)CC3)cc2)cc1	1.1	1.1	6	1	-6	27	-3	-3	7
Cc1cccc(N2CCN(C(=O)CCNS(=O)(=O)c3cccs3)CC2C)c1 (stereo not drawn)	3.6	4.5	-2	-19	3	4	-10	-1	5
O=C(COC(=O)/C=C/c1ccccc1)Nc1ccccc1Br	-1.3	-1.9	-9	-12	5	-31	-3	-4	4
O=C(NNS(=O)(=O)c1ccccc1F)c1cc(-c2ccccc2)n[nH]1	0.8	0.8	-1	-1	7	7	-11	-1	5
CC(=O)N1CCN(CC(=O)Nc2sccc2C#N)CC1	0.8	1.4	-1	-6	4	-7	-4	-4	4
COc1ccc(CCNC(=O)c2nnn(-c3ccc4c(c3)OCCO4)c2N)cc1OC	-0.7	0.3	6	-21	0	29	-9	0	18
Cc1ccc(O)c(C(=O)c2cc(C#N)c(=O)n(-c3nccs3)c2)c1	66*	54*	21	30	-6	48	-15	22*	51*
Cc1cccc(NC(=O)CSCC(=O)Nc2cccc3ncccc23)c1	-0.5	0.1	-9	0	9	-26	2	-4	1
Cc1cccc(Cl)c1OCCCN1CCOCC1	0.8	0.3	32*	-2	3	-13	-5	-3	4
Cc1ccc(NC(=O)Nc2ccnc(-c3cccnc3)n2)cc1	-1.2	0.6	13	-12	-5	7	-6	-5	15
COCCN(CC(=O)Nc1cccc(C)c1C)C(=O)Cc1ccsc1	-0.6	1.3	9	-7	2	-5	-8	-4	-1
CCOC(=O)Nc1nnc(-c2cccc(OC)c2)s1	2.3	1.1	-12	1	7	-2	-8	-1	9
ON/C=N/C(=S)Nc1ncc(C(F)(F)F)cc1Cl	-1.9	0.0	0	-12	1	10	-7	-13	8
C=CCN1C(=O)C(=O)N(Cc2nc3ccccc3s2)C1=O	0.5	0.0	-4	-8	5	-25	-3	-4	0
COc1ccc(/C=C(\NC(=O)c2ccc(C)cc2)C(=O)NCCCn2ccnc2)cc1OC	0.5	1.6	-8	6	4	-12	-9	-9	0
O=c1cc(Cn2ccnc2)c2cc3c(cc2o1)CCC3	-0.8	-0.2	-1	-10	6	-3	-5	-5	13
Cc1cc(N)ccc1NC(=O)CN1CCOCC1	-0.4	-0.2	-18	-14	11	-17	-12	3	2
CCOC(=O)C1CCN(C(=O)CSc2ccc(Cl)cc2)CC1	-1.7	1.4	0	-19	3	7	-12	-5	11
O=S(=O)(O)c1ccc(N2N=C(c3ccccc3)CC2c2ccccc2)cc1 (stereo not drawn)	-1.0	-0.2	-7	-3	11	-21	0	-8	4
CC1(C)CC(=O)c2cc(N=C/C(C(=O)c3ccccc3)=C(\O)c3ccccc3)c(=O)oc2C1	0.6	-1.0	3	-5	1	5	-12	-3	10
CCCSc1ccc(-c2nn(-c3ccccc3)cc2/C=C(/C#N)C(=O)N2CCOCC2)cc1	0.1	2.5	-6	-16	5	-32	-8	2	3
CCc1n[nH]c(=S)n1/N=C/c1cc(Br)c(O)c(OC)c1	-0.9	-0.1	-8	-1	5	-13	-18	-3	-1
Cc1cc(OC(C)C(=O)NCc2ccccn2)c2c(C)c(Cc3ccccc3)c(=O)oc2c1 (stereo not drawn)	-0.6	-0.8	0	-22	1	0	-6	-3	4
CCOC(=O)c1c(C)[nH]c(C(=O)CSc2nnc(Nc3ccccc3F)s2)c1C	-0.8	-0.5	-1	-21	10	9	-4	-5	1
CC(=O)Nc1ccc(N2CCOCC2)c([N+](=O)[O-])c1	-0.2	0.4	-14	3	14	-4	-10	-4	2
CCN1C(=O)c2ccc(C(=O)O)cc2C1=O	0.3	1.4	-14	3	3	4	-7	-2	6
CC1(c2nnc(Cc3ccccc3)o2)CC(c2ccccc2F)=NO1 (stereo not drawn)	-1.1	0.0	2	-19	3	-15	-3	-5	0
O=C(NCC(c1ccco1)N1CCOCC1)c1cccc(Cl)c1 (stereo not drawn)	1.7	0.6	-5	-10	6	-2	-2	-4	0
CCOC(=O)c1c(NC(=S)Nc2ccccc2C)sc2c1CCC2	-1.9	-0.5	1	-35	3	-5	-11	-9	6
O=C1NC(=O)/C(=C/c2ccccc2OCc2ccccc2)S1	-1.4	-0.1	2	-4	2	-18	-6	0	2
N#Cc1sc(C(N)=O)c(-c2ccccc2)c1-c1ccccc1	-2.6	-0.2	-13	-6	5	-23	-5	-3	4

The results go on:
SMILES	OXTR ag	V1aR counter	M1 antag	CHO parental Ca	M1 PAM	TAAR1 antag	OXTR potentiate	M1 ag	TAAR1 agonist
CS(=O)(=O)N1CCCCC1c1cc(C(=O)NCc2ccc(Cl)c(Cl)c2)no1 (stereo not drawn)	/	/	-2	/	-2	1	/	-3	2
Cn1c(N)c(C(=O)COC(=O)C2CC(O)CN2S(=O)(=O)c2ccc(Cl)cc2)c(=O)n(C)c1=O (stereo not drawn)	3.5	-0.8	-13	-7	11	-10	-4	-2	3
CC1(C)CC(=O)C(CC(=O)Nc2cc(C(F)(F)F)ccc2Cl)C(=O)C1	1.7	1.0	-4	-8	2	15	-1	-1	-1
CC#CCN(CC#CC)S(=O)(=O)c1ccc(-n2cnnn2)c(OC)c1	-0.4	-0.4	5	-7	3	8	0	0	-2
